S2 tox – viability counter-screen for ATXN expression inhibitors; AID 651635; S2 cells (HEK-293 line with an ATXN2-luciferase reporter) viability, CellTiter-Fluor protease fluorescence, 24 h; Potency, µM (highest dose often 56.7 µM), usual class: cytotoxic; 0.49% of 400,000 active; note: potency is the fitted concentration of half-maximal effect; nearly all actives have a fitted effect of over 40% in size
Nrf2 activator – Nrf2 pathway activation | AREc32 ARE-luciferase reporter (MCF7-derived line), luminescence, 24 h | Potency, µM (titrated, usually from 46.1 µM), without a hit: top-dose activation, hits mostly activators | 0.31% of 410,000 active; note: potency is the fitted concentration of half-maximal effect; % of control where 0% means no effect; nearly all actives have a fitted effect of over 65% in size
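Nrf2 activation is followed as ARE-luciferase induction in the AREc32 line after one day of compound treatment; luminescence is read with Steady-Glo.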
MmCpn inh – blocks the Methanococcus maripaludis chaperonin Mm-Cpn | AID 504842 | purified Mm-Cpn ATPase, ADP Transcreener TR-FRET | Potency, µM (titrated, usually from 76.9 µM), for inactives: at the highest dose activity, negative = inhibition, hits mostly inhibitors | 0.031% of 330,000 active; note: potency is the fitted concentration of half-maximal effect; % is set by controls: 0 for no effect and ±100 for the full control effect; nearly all actives have a fitted effect of over 80% in size
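25 nM Mm-CPN + cpd, 10 min 37°C; + 10 uM ATP, 30 min 37°C; buffer 30 mM Tris pH 7.4, 100 mM KCl, 5 mM MgCl2, 1 mM DTT; Transcreener ADP HTRF detection 30 min RT.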
CCT modulator – changes cytosolic chaperonin activity; purified chaperonin ATPase assay, HTRF ADP detection, 30 min; activity change, % (test concentration not listed), hits read low; 0.3% of 360,000 active; in the data active = activity change below about -30%; note: % is set by controls: 0 for no effect and ±100 for the full control effect
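TRiC at 40 or 20 nM final (batch-dependent) in 30 mM Tris pH 7.4, 100 mM KCl, 5 mM MgCl2, 1 mM DTT, with compound at single 76 uM and 10 uM ATP, 30 min at 37 deg C. ADP detected by HTRF Transcreener, 665/615 ratio.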
Nrf2 inh – inhibitors of Nrf2 signaling | AID 504444 | Potency, µM (series often up to 46 µM), for the others: at the highest dose activity change, negative = inhibition, most hits filed as inhibitors | 2.1% of 360,000 active | A549 ARE-Fluc reporter, luciferase luminescence, 18-24 h; note: potency is the fitted concentration of half-maximal effect; % is set by controls: 0 for no effect and ±100 for the full control effect; nearly all actives have a fitted effect of over 60% in size
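A549 ARE_Fluc cells, 5000/well, 5% FBS OPTI-MEM; compounds in dose-response, 18-24 h at 37 °C/5% CO2; CellTiter-Fluor viability read (Ex 405/Em 525), then BugLite luciferase luminescence = Nrf2 activity.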
HepG2 viability – HepG2 cytotoxicity, counter-screen for TGF-b inhibitors; Potency, µM (top dose mostly 46.1 µM), without a hit: at the highest dose activity change, negative = cytotoxicity, hits mostly cytotoxic; HepG2 CAGA-GFP viability, ATP luminescence, 18 h; 0.76% of 410,000 active; note: potency is the fitted concentration of half-maximal effect; some results filed as inactive show a strong effect at the top dose
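HepG2 CAGA-GFP cells (1000/well, DMEM with 1% FBS) received compound, then TGF-beta at 500 pg/mL final, and were incubated 18 hours at 37 degrees C. Viability was read by CellTiter-Glo luminescence. Media-only wells were set as complete cell-killing and DMSO as no toxicity.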
TGFb SMAD3 inh – blocks TGF-b signaling; HepG2 CAGA-GFP TGF-b/SMAD3 reporter, GFP fluorescence, 18 h; TGF-beta stimulated, 500 pg/mL final; AID 588855; Potency, µM (doses to about 46.1 µM), for inactives: at the highest dose activity, negative = inhibition, actives largely listed as inhibitors; 1.2% of 410,000 active; note: potency is the fitted concentration of half-maximal effect; % is set by controls: 0 for no effect and ±100 for the full control effect; nearly all actives have a fitted effect of over 65% in size
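Inhibition was scored as loss of TGF-beta-induced (500 pg/mL final, 18 hours, 37 degrees C) GFP in HEPG2 cells carrying a CAGA-GFP reporter, in DMEM with 1% FBS. Well GFP was summed per cell; Activity was normalised to unstimulated and stimulated DMSO wells, then concentration-response fitting.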
A549 viability – kills or reduces viability of A549 cells in Nrf2 counter-screen; AID 504648; A549 ARE-Fluc cells, CellTiter-Fluor viability, 18-24 h; 0.16% of 390,000 active; Potency, µM (doses to about 46 µM), for inactives: top-dose activity change, negative = cytotoxicity, usual class: inhibitors; note: potency is the fitted concentration of half-maximal effect; % is set by controls: 0 for no effect and ±100 for the full control effect
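Cytotoxicity counterscreen: CellTiter-Fluor fluorescence was measured in A549 ARE_Fluc cells after 18-24 h of compound exposure in a concentration series. The subsequent BugLite luminescent read reports ARE-luciferase activity.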
pAkt inh – inhibitors of Akt phosphorylation; activity change, % for hits at 50 µM; 0.32% of 360,000 active; AID 651550; Neuro2A IGF-stimulated pAkt S473 HTRF, 20 min; stronger effect = lower value; in the data active = activity change below about -80%; inconclusive = mostly about -51% to -80%; note: % is set by controls: 0 for no effect and ±100 for the full control effect
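Neuro2A cells (4,500/well, DMEM with 0.5% FBS) were treated with compound at a single 50 µM final concentration, stimulated with 6 nM IGF for 20 min at 37 °C, and lysed. Phospho-Akt Ser473 was read by HTRF as 665/615 ratio ×10^4.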
Active calls of the source: *; i = inactive; ? = inconclusive; / = no result given; & = joins results of further samples. Unless noted, calls come from the whole dose curve; as a rule, active = well fitted curve in the direction sought with a large enough effect; inconclusive = small, poorly fitted or top-dose-only effect, or another doubt; inactive = no such curve, though single readings can be large; an effect the other way counts as inactive or inconclusive.

SMILES	S2 tox	Nrf2 activator	MmCpn inh	CCT modulator	Nrf2 inh	HepG2 viability	TGFb SMAD3 inh	A549 viability	pAkt inh
O=C(N/N=C/c1cc2cc3c(cc2nc1Cl)OCO3)c1ccncc1	i	-0.8%	1.2%	1.3	1.3%	-1.6%	-7.3%	-4.8%	i
N#Cc1ccc(CSc2nnc(NC(=O)c3ccc(=O)[nH]c3)s2)cc1	i	-0.3%	-3.1%	-2.1	7.0%	2.4%	3.9%	0.0%	i
CCOC(=O)c1c(NC(=O)CN2CCN(C(=O)C3CCCO3)CC2)sc(C)c1C (stereo not drawn)	i	-1.1%	-11.1%	3.0	1.8%	2.1%	11.5%	-3.5%	i
Cc1ccc(N=C2CSC(=O)N2)cc1	i	-0.3%	-2.4%	-4.3	5.6%	-3.5%	-0.3%	-2.8%	i
COc1ccc(CNC(=O)c2cnn(-c3ccc(C)cc3)c2C2CCN(C(=O)OC(C)(C)C)CC2)cc1	?	-1.4%	/	/	/	-12.8%	?	-19.3%	/
CN1CCN(c2nc3ccccn3c(=O)c2/C=C(\C#N)S(=O)(=O)c2ccccc2)CC1	i	3.4%	1.2%	-0.1	-18.3%	25.4%	10.1%	0.1%	i
COc1cccc(CNC(=O)CN2C(=O)N(c3ccc(C)cc3C)S(=O)(=O)c3ccccc32)c1OC	i	3.5%	/	/	/	-4.0%	?	-18.5%	/
C[C@@H]1CN([C@@H](C)CO)C(=O)CCCn2cc(nn2)CO[C@H]1CN(C)S(=O)(=O)c1ccc(Oc2ccccc2)nc1	?	-0.9%	/	-0.1	/	33.4%	28.2%	/	i
CN1CCN(C(=O)C2(NC(=O)Nc3cccc(F)c3)CCCCC2)CC1	i	-0.3%	0.5%	1.6	0.7%	-5.5%	-0.7%	2.5%	i
Cn1c(Cc2csc(N)n2)nnc1SC/C=C/c1ccccc1	i	-0.4%	2.1%	-1.1	-6.2%	3.2%	-0.4%	-7.2%	i
CC1=NNC(=O)C1CCC(=O)N/N=C/c1ccco1 (stereo not drawn)	i	0.0%	-1.0%	0.6	-7.5%	-2.8%	-7.6%	-6.2%	i
O=C(NCc1ccccc1Cl)c1csc([C@@H]2O[C@H](CO)[C@@H](O)[C@H]2O)n1	i	-0.2%	/	1.1	/	0.4%	2.0%	/	i
CC(=O)N1CCN(C(=O)CCNC(=O)c2ccc(Br)cc2)CC1	i	-0.6%	/	-0.6	-3.0%	9.0%	7.4%	-5.6%	i
COc1cccc(NC(=O)CN2C(=O)NC(c3ccccc3)(c3ccccc3)C2=O)c1	i	3.4%	1.1%	-0.3	-11.1%	-19.8%	-11.0%	-13.8%	i
CC(C)OC(=O)N(C)C[C@H]1OCc2cnnn2CCCC(=O)N([C@H](C)CO)C[C@@H]1C	i	-0.2%	/	-3.1	/	8.1%	-1.4%	/	i
Cc1ccc(C(=O)NCCCNCCCN(C)C)cn1	i	0.1%	-0.8%	1.7	6.7%	6.3%	13.1%	?	i
CCOC(=O)C1CCN(S(=O)(=O)c2ccc(-n3cnnn3)c(C)c2)CC1	i	-0.9%	0.5%	-3.2	-11.7%	-17.4%	4.2%	-3.1%	i
CCOc1ccc(C(=O)NNC(=O)c2cc(C)oc2C)cc1	i	0.2%	1.3%	0.3	3.1%	-2.4%	-19.5%	4.0%	i
CCOc1ccc(-c2cc(NC(=O)c3ccccc3)c(C(=O)OC)s2)cc1	/	-0.4%	/	/	0.1%	-11.1%	?	7.6%	/
CC1=CC(C)(C)N(C(=O)c2ccccc2)c2ccc(C)cc21	i	4.7%	0.8%	2.3	-4.3%	-16.6%	-21.0%	?	i
Cc1nn(-c2ccc(N3CCOCC3)nn2)c(C)c1CCC(=O)Nc1ccccc1	i	0.1%	1.1%	-0.9	10.8%	1.5%	1.9%	-4.3%	i
Cc1ccc(OCCn2cnc(Cl)c2Cl)cc1	/	5.0%	-2.2%	0.6	0.1%	0.1%	4.7%	-18.2%	i
CN1CCC(N(C)CC(C)(C)NS(=O)(=O)c2ccccc2)CC1	i	-0.1%	-0.1%	1.0	2.0%	1.3%	-1.3%	12.1%	i
Cc1c(C)c2cc(Cl)c(O)c(CN3CCN(C)CC3)c2oc1=O	/	0.1%	-7.2%	-1.5	1.7%	2.9%	-3.1%	?	i
O=C(Nc1ccc(F)cc1)C1CCCN(S(=O)(=O)c2cccc3cccnc23)C1 (stereo not drawn)	?	-0.9%	2.3%	-0.9	?	-5.9%	-1.5%	-14.2%	i

The listing continues.
SMILES	S2 tox	Nrf2 activator	MmCpn inh	CCT modulator	Nrf2 inh	HepG2 viability	TGFb SMAD3 inh	A549 viability	pAkt inh
CCN(CC)C(=O)[C@H]1C[C@H](CC(=O)NCC23CC4CC(CC(C4)C2)C3)C(=O)N2CCc3c([nH]c4ccc(Cl)cc34)[C@]12C	?	0.1%	-1.1%	-2.2	23.1µM*	-92.3%	12.6µM*	-22.6%	i
CCOC(=O)CSc1nc2ccc(NC(=O)COc3ccc(F)cc3)cc2s1	i	-0.9%	/	/	10.7%	-22.4%	-15.0%	-1.9%	/
Cc1ccccc1NC(=O)CCOc1ccccc1	i	1.4%&5.6%	-1.9%	-1.6	28.2%&26.3%	-35.8%&-1.1%	-1.2%	0.3%&20.0%	i
COc1cccc(CNC(=O)CN2C(=O)CSc3ccc(S(=O)(=O)N4CCCCC4)cc32)c1	i	-1.3%	-0.1%	-2.1	?	-33.9%	-24.2%	?	i
COc1cccc(CNC(=O)CN2C(=O)CSc3c2c(C)nn3-c2ccccc2)c1OC	i	5.2%	/	/	?	-1.4%	?	-10.0%	/
Cc1ccc(S(=O)(=O)Nc2ccc(S(=O)(=O)N3CCOCC3)cc2)cc1	i	-0.2%	/	-0.2	-0.7%	-6.6%	4.1%	1.0%	i
CC(C)c1ccc(NC(=O)c2cc(S(=O)(=O)N3CCCC3)c[nH]2)cc1	?	4.6%	0.6%	-1.8	-21.5%	-4.3%	?	-9.8%	i
Cc1cc(=O)n(Cc2cccc(Br)c2)c2c1c(C)nn2-c1ccccc1	i	-0.7%	/	/	42.9%	3.4%	8.0%	14.8%	/
Cc1nc2ccc(NC(=O)C3CCN(S(=O)(=O)c4cccs4)CC3)cc2s1	i	2.4%	-2.3%	0.3	-3.2%	-21.2%	-2.9%	-0.4%	i
Cc1cc(C)n2nc(C(=O)Nc3ccc(N4CCOCC4)cc3)nc2n1	i	-0.5%	/	-2.7	-1.6%	-20.9%	8.3%	3.4%	i
O=[N+]([O-])C(/C=C(\Cl)[N+](=O)[O-])=C1N(Cc2ccc(Cl)nc2)CCN1Cc1ccc(Cl)nc1	i	15.2%	0.0%	-0.2	-24.5%	20µM*	?	-27.1%	i
CCn1c(COc2ccccc2C)nnc1SCC(=O)N1CCCCC1	i	0.3%	0.5%	-1.0	-16.9%	6.2%	1.5%	-2.6%	i
COc1ccccc1NC(=O)NCc1cccn1Cc1ccccc1	i	-1.1%	/	/	/	-3.6%	0.8%	5.9%	/
CCCCCC(=O)N1CCN(CCN=CC2=C(O)CC(c3ccc(OC)c(OC)c3)CC2=O)CC1 (stereo not drawn)	i	-0.2%&0.5%	-15.7%	2.5&0.8	0.3%&3.7%	9.2%&-40.7%	12.3%&-20.0%	-3.7%&-0.1%	i
O=C(NCc1ccccn1)C(=O)Nc1cccc2ccccc12	i	3.9%	1.5%	-3.1	14.0%	2.1%	2.6%	-4.5%	i
Cc1cc(NC(=O)COc2ccc(F)c(Cl)c2)no1	i	0.0%	-1.3%	-2.7	-1.8%	-2.8%	-9.9%	5.8%	i
CC1(C)CC(=O)C(CS(=O)(=O)c2ccccc2)=C(Cl)C1	i	?	-3.3%	1.3	4.8%	-23.8%	-16.1%	-0.7%	i
Cc1cc(C(=O)NN=C2CCCC2)c2ccccc2n1	i	0.3%	0.7%	2.0	1.0%	0.1%	15.0%	-1.4%	i
CCCCn1c(N)c(N(CC(C)C)C(=O)C2CCN(S(=O)(=O)c3ccc(Cl)cc3)CC2)c(=O)[nH]c1=O	i	0.0%	-1.8%	1.4	10.2%	-12.2%	-22.5%	0.9%	i
CC(=O)Nc1ccc(SCC(=O)c2cc(C)n(-c3ccccc3)c2C)cc1	i	2.9%	-1.4%	-0.1	?	-24.9%	3.4%	0.2%	i
O=C(COC(=O)c1cc2ccccc2oc1=O)c1cccc([N+](=O)[O-])c1	i	1.4%	1.8%	-4.5	-9.8%	10.4%	0.0%	-3.0%	i
C#CCOCC1CN(C)C(=O)O1 (stereo not drawn)	i	-0.1%	/	0.1	/	-2.7%	?	/	i
Cc1cccc(-n2c(-c3ccc(Br)o3)n[nH]c2=S)c1	i	0.0%	/	0.3	8.4%	-9.8%	3.0%	5.0%	i
CCC(C)(C)NC(=O)C(c1ccccc1)N(Cc1cccs1)C(=O)Cn1nnc2ccccc21 (stereo not drawn)	i	0.7%	/	0.2	-16.0%	4.1%	-10.6%	-4.3%	i
O=S(=O)(NC(=NCc1ccccc1)c1ccccc1F)c1ccccc1	i	-0.1%	0.4%	-1.2	7.0%	6.9%	-3.5%	-3.1%	i
CN(C)c1ccc(C(=O)OCc2ccccc2)cc1	i	0.0%	-2.1%	-2.0	?	-33.7%	-9.1%	1.5%	i
O=C(Nc1ccc(Cl)c(-c2nc3cc(Cl)ccc3o2)c1)c1cc2ccccc2o1	i	?	/	/	11.8%	-5.2%	-1.2%	-1.7%	/
CCOC(=O)C1=C(c2ccccc2)NC(=O)NC1c1cccc(OC)c1OC (stereo not drawn)	i	-0.1%	/	-2.0	-16.8%	-5.1%	-1.7%	-10.6%	i
Cc1ccc(NS(=O)(=O)c2cc(C(=O)NCc3cccnc3)ccc2C)cc1	i	-0.2%	-1.2%	-0.4	-14.5%	-7.5%	-1.2%	-2.3%	i

High-throughput results from PubChem.

Rows were taken by chance; overall some 4.4% were active at least once.
